Screens from PubChem BioAssay.
NR5A2 inv ag – inverse agonists of human LRH-1 (NR5A2); O00482; 360,000 tested, 0.13% active; AID 602396; inhibition, % at 3.6 µM; HEK293T StAR-luciferase reporter, LRH-1 transfected, 24 h;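 active = inhibition above the mean inhibition of all tested compounds plus 3 SD, cut at about 73% in these data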;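 also: 0% = DMSO wells and 100% = reporter-only cells lacking LRH-1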
Target sequence (O00482 whole entry, looked up): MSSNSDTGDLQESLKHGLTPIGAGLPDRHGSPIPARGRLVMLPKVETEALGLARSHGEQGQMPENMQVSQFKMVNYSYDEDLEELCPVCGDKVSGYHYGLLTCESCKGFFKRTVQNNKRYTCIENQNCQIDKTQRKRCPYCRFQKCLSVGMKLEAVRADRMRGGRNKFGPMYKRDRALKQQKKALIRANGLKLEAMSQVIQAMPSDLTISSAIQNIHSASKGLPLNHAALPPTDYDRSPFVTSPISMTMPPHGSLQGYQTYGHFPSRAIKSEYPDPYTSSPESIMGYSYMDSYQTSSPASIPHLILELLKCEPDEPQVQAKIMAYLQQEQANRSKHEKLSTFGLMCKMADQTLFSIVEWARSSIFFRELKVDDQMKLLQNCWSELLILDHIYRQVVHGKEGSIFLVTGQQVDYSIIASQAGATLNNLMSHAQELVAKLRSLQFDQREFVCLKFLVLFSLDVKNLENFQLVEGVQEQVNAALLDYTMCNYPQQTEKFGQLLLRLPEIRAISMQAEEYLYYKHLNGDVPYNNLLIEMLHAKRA
NCOA2 inhibitor – human SRC2 (NCOA2) inhibition | Q15596 | HEK293 GAL4-SRC2 luciferase reporter, luminescence | inhibition, % at 9 µM | 370,000 tested, 0.17% active;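 active = inhibition above the mean inhibition of all tested compounds plus 3 SD, set per campaign, cut at about 52% in these data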;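 also: 0% = DMSO treated cells and 100% = cells given Gossypol at 36 µM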
TRAIL sens C8 – sensitizes caspase-8 expressing cells to TRAIL. NB7+C8 cells + TRAIL, ATPlite viability luminescence. inhibition (viability loss, TRAIL sensitization), % at 10 µM. 360,000 tested, 1% active. AID 624354;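 active = compounds causing at least 50% loss of cell viability in the single-dose screen, relative to plate controls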
NCOA3 inh – inhibitors of human steroid receptor coactivator 3 (SRC3) | Q9Y6Q9 | 360,000 tested, 0.17% active | HEK293 GAL4-SRC3 luciferase reporter, luminescence | inhibition, % at 3.6 µM;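 active = inhibition above a per-campaign cutoff, the mean of all compounds plus 3 SD, cut at about 60% in these data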;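 also: 0% = DMSO-treated cells and 100% = gossypol-treated cells at 36 µM; higher means less SRC3-driven luciferase light from the GAL4 reporter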
EBV LMP1 NFkB – reduces LMP1-driven NF-kappaB luciferase signal; inhibition, % at 12.5 µM; LMP1-induced NF-kappaB luciferase reporter cells, luminescence; 350,000 tested, 0.69% active; in the data active = inhibition above about 41%;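 also: 0% = neutral control wells and 100% = reference inhibitor control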
NR2F2 inh – inhibitors of human COUP-TFII (NR2F2); P24468; inhibition, % at 8.6 µM; HEK293T NGFI-A luciferase reporter, luminescence; 370,000 tested, 0.7% active; AID 686940;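 active = inhibition above a per-plate cutoff, mean inhibition of test wells between control levels plus 3 SD, cut at about 38% in these data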;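 also: cells cotransfected with COUP-TFII expression vector driving the NGFI-A reporter; 0% = median of COUP-TF2 test wells and 100% = reporter-only cells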
Target sequence (P24468 whole entry, looked up): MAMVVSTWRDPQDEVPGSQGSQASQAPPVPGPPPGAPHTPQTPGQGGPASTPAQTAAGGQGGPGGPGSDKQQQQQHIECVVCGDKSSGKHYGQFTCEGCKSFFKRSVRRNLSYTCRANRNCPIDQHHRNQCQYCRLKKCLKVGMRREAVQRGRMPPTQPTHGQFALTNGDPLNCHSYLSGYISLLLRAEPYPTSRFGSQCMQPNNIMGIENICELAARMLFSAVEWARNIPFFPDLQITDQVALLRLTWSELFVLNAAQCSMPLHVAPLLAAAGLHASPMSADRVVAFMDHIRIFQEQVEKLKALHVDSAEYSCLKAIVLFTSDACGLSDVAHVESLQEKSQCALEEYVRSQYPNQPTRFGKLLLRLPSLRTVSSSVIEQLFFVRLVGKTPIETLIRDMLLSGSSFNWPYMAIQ
NOD2-RIPK2 inh – blocks binding of human NOD2 to RIPK2; inhibition, % at 4.98 µM; 360,000 tested, 0.38% active; AID 624267; CHO BLA complementation NOD2-RIPK2, CCF4 ratio; in the data active = inhibition above about 21%;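 also: 0% = vehicle only and 100% = reference blocker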
TLR9-MyD88 block – blocks human TLR9 binding to MyD88 | CHO BLA complementation TLR9-MyD88, CCF4 FRET ratio | inhibition, % at 4.98 µM | 340,000 tested, 0.21% active | AID 504734;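 active = inhibition above the mean over all tested compounds plus 3 SD, cut at about 21% in these data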;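 also: 0% = DMSO only wells and 100% = clavulanate BLA inhibitor control wells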
TWEAK-Fn14 inh – inhibitors of TWEAK-Fn14 interaction signaling | TWEAK-stimulated Fn14 reporter cells, luciferase luminescence, 8 h | inhibition, % at 10 µM | 360,000 tested, 2% active; in the data active = inhibition above about 50%
SRC1 inh – inhibits human SRC1 coactivator. inhibition, % at 3.6 µM. 360,000 tested, 0.12% active. HEK293 GAL4-SRC1 luciferase reporter, luminescence. Q15788;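 active = inhibition above the campaign mean plus 3 SD, with each screening campaign given its own cutoff, cut at about 60% in these data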;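 also: 0% = DMSO treated cells and 100% = gossypol at 36 µM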
TROY signal inh – blocks TROY-dependent signaling in reporter cells | Q293 LMP1-TROYcd NF-kB luciferase reporter, 4 h | inhibition, % at 10 µM | 360,000 tested, 0.98% active | AID 1347056;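 active = compounds whose plate-normalised and pattern-corrected inhibition of the luciferase reporter signal at the single screening dose is 50% or more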
* hit, by the source's call; nt = no result given. These rows are one share of the data; count on the stated rates, not on these rows.

SMILES | NR5A2 inv ag | NCOA2 inhibitor | TRAIL sens C8 | NCOA3 inh | EBV LMP1 NFkB | NR2F2 inh | NOD2-RIPK2 inh | TLR9-MyD88 block | TWEAK-Fn14 inh | SRC1 inh | TROY signal inh
Cc1ccc(-n2ncc(-c3nnc(SCC(=O)NC4CCCC4)o3)c2N)cc1C | -7 | -10 | 12 | 20 | 0 | -4 | -1 | -6 | -6 | -16 | -1
Cn1c(N)c(Sc2ccc([N+](=O)[O-])cc2)c(=O)n(C)c1=O | 14 | -7 | 13 | -13 | -9 | 4 | -8 | -4 | -8 | 1 | 4
CCC(=O)Nc1ccc(Cl)c(NC(=O)c2ccc(Br)o2)c1 | -13 | 3 | 21 | -11 | 8 | 9 | -9 | -4 | 13 | -3 | -3
CCOc1ccc2oc(-c3ccccc3)c(C(=O)O)c2c1 | -18 | -7 | -9 | -3 | 4 | 2 | -5 | 4 | 4 | -2 | 6
CCCOc1ccc(C(=O)NNC(=S)NC(=O)c2cc(-c3ccccc3)nc3ccccc23)cc1 | 5 | 25 | 7 | 2 | 6 | 3 | -4 | 6 | 0 | -4 | 5
CN(C)CCNS(=O)(=O)c1ccc(N2CCc3ccccc32)c([N+](=O)[O-])c1 | -12 | 9 | -14 | 13 | -2 | -22 | -5 | 2 | 19 | 6 | -9
CC(OC(=O)/C=C/c1ccco1)C(=O)NC1CCCCC1 (stereo unspecified) | 13 | -19 | -3 | 9 | -2 | 0 | 0 | 10 | -9 | -14 | -4
COc1ccc(CCC2(C)NC(=O)NC2=O)cc1 (stereo unspecified) | 16 | -3 | -20 | 9 | -22 | -11 | -6 | -3 | 0 | 3 | 2
COc1cccc(CC2(CO)CCCN(C/C=C/c3ccccc3OC)C2)c1 (stereo unspecified) | 4 | 5 | 7 | 4 | -1 | 2 | -11 | -13 | -9 | -13 | -11
CCc1noc(C)c1C(=O)Nc1cc(S(=O)(=O)N(CC)CC)ccc1N1CCCC1 | 2 | -13 | 6 | 7 | 2 | 1 | -3 | 1 | -11 | 4 | 4
CCn1c(SCC(=O)Nc2cccc(F)c2)nc2c(c1=O)SC(C)C2 (stereo unspecified) | -21 | 12 | 11 | -5 | -8 | -7 | -7 | 10 | 6 | 3 | 12
Cn1c(=O)n(-c2cccc(Cl)c2)c(=O)n1C | -8 | 10 | 3 | 10 | 7 | -4 | -12 | 3 | 13 | -12 | -2
O=C(NCCc1nccs1)C1CCC(=O)N(CCc2ccc(Cl)cc2)C1 (stereo unspecified) | 3 | -4 | 1 | -16 | 5 | 1 | -1 | 2 | -2 | -4 | 8
CCOc1ccc(NC(=O)CSc2nnnn2C2CCCC2)cc1 | 17 | -10 | -2 | 11 | -1 | -6 | 10 | -1 | -2 | -14 | -22
CCOC(=O)C1=CCN(S(=O)(=O)c2ccccc2Cl)C1c1cccc(Cl)c1 (stereo unspecified) | 13 | -9 | 12 | 12 | nt | -9 | -1 | nt | 17 | 8 | -11
CCC(CC)COC(=O)C1=C(C)NC(=O)NC1c1cc(OC)ccc1OC (stereo unspecified) | -10 | -5 | 1 | 6 | 3 | 9 | 4 | -4 | 104* | 9 | -26
CC(=O)Nc1nc2cc(N)ccc2s1 | -8 | -16 | 10 | 4 | 7 | -16 | 1 | -1 | -11 | 5 | 7
O=C(Nc1ccc(-c2cn3ccsc3n2)cc1)C1CC1 | -120 | -60 | 69* | -57 | -10 | -39 | 1 | 0 | 5 | -95 | -70
CN(CC(=O)Nc1ccccc1Br)C(=O)c1ccccc1OCc1ccccc1Cl | 8 | 10 | 6 | 18 | 1 | -5 | -5 | -4 | 4 | -3 | 11
O=C(O)CCC(=O)OCCCc1cc2ccccc2c(=O)o1 | 7 | -14 | -5 | -3 | -10 | 2 | -2 | -1 | -5 | -6 | 8
CC1CCCCC1NC(=O)CN1c2cccc3cccc(c23)S1(=O)=O (stereo unspecified) | -15 | 12 | 12 | 11 | -3 | 6 | 5 | 3 | -4 | -3 | 17
C/C(=N\Nc1nncc2ccccc12)c1ccc(O)cc1 | -149 | -92 | 60* | -73 | -12 | -55 | -3 | -1 | 16 | -111 | -30
COc1ccc2[nH]c(C)c(CCN3C(=O)C4CC=CCC4C3=O)c2c1 (stereo unspecified) | 12 | -11 | 24 | 23 | 1 | 7 | 2 | -9 | 5 | -24 | 7
Cc1nnsc1NC(=O)OCc1ccc(Cl)cc1Cl | 24 | 7 | 12 | 6 | -3 | 0 | 3 | 2 | -1 | 7 | 23
CCN(Cc1ccccc1)c1c(C(=O)O)cnc2c1cnn2C | 2 | -21 | -12 | 14 | -3 | 17 | -25 | nt | 14 | 1 | 4
Next part:
SMILES | NR5A2 inv ag | NCOA2 inhibitor | TRAIL sens C8 | NCOA3 inh | EBV LMP1 NFkB | NR2F2 inh | NOD2-RIPK2 inh | TLR9-MyD88 block | TWEAK-Fn14 inh | SRC1 inh | TROY signal inh
COc1cccc(/C=C/C(=O)N2CC(C)OC(C)C2)c1OC (stereo unspecified) | 6 | 12 | -13 | -10 | 0 | -4 | -2 | 8 | -5 | -1 | 2
CCC1S/C(=C(\C#N)C(N)=O)N(c2ccc(F)cc2)C1=O (stereo unspecified) | 18 | 6 | -14 | 1 | -1 | 0 | 11 | -15 | -3 | -16 | -8
Cc1nc2ccc(C(=O)Nc3cccc(OCC(=O)N(C)C)c3)cn2c1N(C)CC1CCCCC1 | -24 | -8 | 16 | -17 | nt | 3 | 9 | nt | 12 | -1 | 19
Cc1cccc(Nc2nc(NCC3CCCO3)nc(N)c2[N+](=O)[O-])c1 (stereo unspecified) | -2 | 4 | -3 | 26 | 6 | -15 | 2 | -11 | -2 | 2 | -5
COc1ccc2cc(C(=O)Nc3ccccc3)sc(=O)c2c1OC | -24 | -23 | 11 | -18 | -2 | -15 | -7 | 5 | -31 | -31 | -23
COc1ccc2nc(C)cc(N/N=C/c3cccc(OC)c3O)c2c1 | -4 | -12 | 51* | -19 | 5 | -3 | 7 | -15 | -59 | -10 | -42
CN(C)C(CNC(=O)c1ccc2[nH]c(=O)c(=O)[nH]c2c1)c1ccco1 (stereo unspecified) | 2 | 0 | -6 | 9 | 8 | 4 | 1 | -7 | -3 | -8 | 3
CC(c1nccs1)N(C)C(=O)c1cn(Cc2cccc3ccccc23)nn1 (stereo unspecified) | -44 | -43 | 23 | -66 | -6 | -23 | -11 | -5 | -15 | -40 | -30
COc1cccc(-c2nc(=S)c3c(o2)CCCC3)c1 | -93 | -78 | 10 | -68 | -60 | -47 | 2 | 0 | -8 | -81 | -25
O=C(NC(=S)Nn1cnnc1)c1ccccc1Br | 2 | -14 | 2 | 17 | 1 | 21 | -2 | 0 | 3 | 6 | -8
CCCN1CCN(C(=O)c2ccc(CS(=O)c3ccc(F)cc3)o2)CC1 (stereo unspecified) | -30 | -40 | -8 | -12 | -44 | 5 | 3 | -6 | 15 | -8 | -2
COc1ccccc1NS(=O)(=O)c1cccc(C(=O)NNC(=O)c2ccc(NC(C)=O)cc2)c1 | 16 | 12 | 4 | 10 | -3 | 0 | 6 | 7 | 4 | 2 | -26
CCCCOc1ccc(N(CC(=O)NCc2ccco2)C(=O)CCC(=O)Nc2nccs2)cc1 | -4 | 13 | -8 | 23 | 5 | 15 | -3 | -4 | 3 | 18 | -21
Cc1ccc(C)c(-c2nc3ccc(N)cc3[nH]2)c1 | 4 | -71 | 25 | -20 | 7 | 8 | -1 | 3 | 11 | -22 | -7
COc1ccccc1NS(=O)(=O)c1cc(NC(=O)C(C)C)ccc1N1CCCCC1 | 11 | -28 | 16 | 7 | -8 | 11 | -5 | 1 | 9 | -7 | 13
COC(=O)/C=C1\N/C(=N/c2nc(C)c3cc(OC)ccc3n2)NC1=O | 12 | nt | 5 | -5 | -18 | nt | 5 | -1 | -22 | -66 | 18
COc1ccc(C(C)=O)cc1CSc1nc2cc(C(=O)O)ccc2c(=O)n1Cc1ccccc1 | 8 | -46 | 11 | 2 | 9 | 2 | -4 | 1 | 21 | 2 | 18
Cc1nn(C(C)C(=O)NCc2ccc(Cl)cc2)c(=O)c2cc3occc3n12 (stereo unspecified) | 23 | 0 | 0 | 5 | 8 | -1 | -10 | 1 | 4 | 5 | -6
NC(=O)c1ccsc1NC(=O)c1ccc(S(=O)(=O)N2CCCCC2)cc1 | -66 | -15 | 35 | -33 | -14 | -3 | -22 | 2 | -13 | -33 | -20
Cc1ccc(NC(=O)C(c2ccccc2)N2CCN(CC(=O)N3CCOCC3)CC2)cc1 (stereo unspecified) | -25 | -20 | 10 | 6 | 1 | -1 | -4 | 4 | -16 | -2 | -32
COC(=O)c1sc2ccccc2c1-n1cccc1C(=O)C(=O)Nc1ccc(C)cc1 | 0 | 11 | -6 | 10 | 5 | -14 | 0 | 4 | -3 | -7 | -4
O=C(CSc1nc2nn(-c3ccccc3)c(=O)c-2c2n1CCCCC2)Nc1ccc(OC(F)F)cc1 | 12 | -7 | -4 | 9 | 6 | 2 | 8 | 2 | 25 | -6 | 1
Cc1occc1C(=O)N/N=C/c1cccc2ccccc12 | -132 | -103 | 5 | -100 | -11 | -32 | 3 | -3 | -30 | -68 | -81
Cc1ccc(NC(=S)N2CCC(NC(=O)c3cccc(F)c3)CC2)cc1 | -16 | -2 | 14 | -2 | 8 | 7 | -10 | 1 | 3 | -29 | 1
O=C(Nc1ccccc1)Nc1ccccc1Br | -71 | -32 | -8 | -32 | -7 | -21 | -2 | -7 | -25 | -65 | -11
The results go on.
SMILES | NR5A2 inv ag | NCOA2 inhibitor | TRAIL sens C8 | NCOA3 inh | EBV LMP1 NFkB | NR2F2 inh | NOD2-RIPK2 inh | TLR9-MyD88 block | TWEAK-Fn14 inh | SRC1 inh | TROY signal inh
COc1cccc(NC(=O)CN(C)C(=O)c2c(C)nn(-c3ccccc3)c2Cl)c1 | 0 | -6 | 7 | -2 | -4 | 11 | -4 | -3 | -10 | -13 | 2
O=C(CCS(=O)(=O)c1ccccc1)NNC(=O)COc1ccc(F)cc1 | 15 | -12 | -2 | 6 | 3 | -4 | 5 | -7 | 0 | -12 | -16
O=C(N/N=C/c1cn(-c2cccs2)nc1-c1ccccc1)c1ccccc1O | -2 | -3 | 37 | 15 | 11 | -3 | -19 | 0 | 91* | -22 | 62*
CCOc1cc(S(=O)(=O)NCCc2cccc(C)c2)c(OCC)cc1-n1cnnn1 | -21 | 22 | 10 | -7 | 11 | 18 | 1 | -10 | -11 | 2 | -9
Cc1cc(C)c(NC(=O)COC(=O)C2CCC2)c(Cl)c1 | 18 | 16 | 0 | 3 | -2 | 8 | -3 | 1 | -8 | -20 | 1
C=CCNc1ncnc2c1cnn2-c1ccc(OC)cc1 | -169 | -58 | 25 | -87 | 8 | -55 | 1 | -4 | 39 | -87 | -12
CC(C)c1nnc(NC(=O)CCS(=O)(=O)c2nc(-c3cccs3)cc(C(F)(F)F)n2)s1 | -24 | -6 | 4 | -24 | -5 | -16 | 41* | 17 | 62* | -7 | 50*
COc1ccc(C2(O)CCN(C(=O)NC3CCCCC3)CC2)cc1 | 0 | -16 | 18 | 8 | -8 | 1 | -13 | -9 | -14 | 11 | 0
